Bioassay records deposited in PubChem BioAssay by several laboratories.
PLC-beta3 inh: blocks human PLC-beta3 enzyme activity | 0.18% of 370,000 active | Purified PLC-beta3, fluorogenic substrate, fluorescence | inhibition, % at 12.2 µM | Q01970; in the data active = inhibition above about 11%;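 also: 0% = median of compound wells on plate and 100% = full blocker control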
Target sequence (Q01970 whole entry, looked up): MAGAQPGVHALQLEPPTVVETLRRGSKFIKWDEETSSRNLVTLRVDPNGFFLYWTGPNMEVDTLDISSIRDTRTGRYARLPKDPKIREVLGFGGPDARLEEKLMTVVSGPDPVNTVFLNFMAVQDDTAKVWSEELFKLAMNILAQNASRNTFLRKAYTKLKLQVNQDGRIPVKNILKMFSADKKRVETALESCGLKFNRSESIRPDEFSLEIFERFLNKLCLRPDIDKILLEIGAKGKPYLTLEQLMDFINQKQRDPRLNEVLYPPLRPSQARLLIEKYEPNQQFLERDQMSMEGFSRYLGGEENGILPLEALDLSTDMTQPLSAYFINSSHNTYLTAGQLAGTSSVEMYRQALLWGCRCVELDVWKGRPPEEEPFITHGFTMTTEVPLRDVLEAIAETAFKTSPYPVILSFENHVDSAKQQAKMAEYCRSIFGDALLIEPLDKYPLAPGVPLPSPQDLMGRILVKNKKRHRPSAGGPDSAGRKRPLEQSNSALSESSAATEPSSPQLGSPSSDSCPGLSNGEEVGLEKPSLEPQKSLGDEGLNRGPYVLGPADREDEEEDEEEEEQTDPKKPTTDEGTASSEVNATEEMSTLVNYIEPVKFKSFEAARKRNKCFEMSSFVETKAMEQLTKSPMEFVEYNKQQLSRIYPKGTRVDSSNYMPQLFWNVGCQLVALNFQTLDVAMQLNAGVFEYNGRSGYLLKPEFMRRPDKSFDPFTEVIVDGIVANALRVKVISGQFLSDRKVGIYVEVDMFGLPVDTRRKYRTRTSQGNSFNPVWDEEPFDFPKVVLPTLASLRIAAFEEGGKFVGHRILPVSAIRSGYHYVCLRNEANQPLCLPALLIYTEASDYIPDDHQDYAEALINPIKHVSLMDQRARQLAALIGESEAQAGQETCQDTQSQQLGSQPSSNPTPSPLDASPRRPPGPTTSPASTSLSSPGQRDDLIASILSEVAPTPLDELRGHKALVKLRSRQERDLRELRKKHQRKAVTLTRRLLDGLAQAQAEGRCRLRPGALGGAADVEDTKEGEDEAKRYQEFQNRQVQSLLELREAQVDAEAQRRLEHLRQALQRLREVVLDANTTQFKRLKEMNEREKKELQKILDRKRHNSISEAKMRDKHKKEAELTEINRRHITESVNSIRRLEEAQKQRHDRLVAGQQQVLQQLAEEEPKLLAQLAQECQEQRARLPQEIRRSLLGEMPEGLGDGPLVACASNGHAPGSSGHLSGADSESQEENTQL
NR1D1 modulator: Rev-erb alpha (human) modulation | 0.79% of 370,000 active | activity, % at 10 µM | AID 1259318 | P20393 | Rev-erbα–FITC-DNA binding, fluorescence polarization, 90 min;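 active = activity above about 14%, limit read from the data; passing the limit was not always enough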;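 also: 0% = DMSO wells with 35 nM protein and 100% = DMSO wells with 750 nM protein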
DAX1 inh-1: inhibitors of DAX1 repression of SF-1 activated StAR promoter | HEK293T StAR-luciferase reporter, SF-1/DAX-1 repression relief | inhibition, % at 6.8 µM | 1.1% of 370,000 active | AID 652010;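 active = inhibition above the mean over all tested compounds plus 3 SD, cut at about 3.6% in these data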;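 also: 0% = DAX-1 cells with DMSO and 100% = cells lacking DAX-1 with DMSO; higher inhibition means more luminescence from relief of DAX-1 repression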
ADAM17 inh: inhibitors of human ADAM17; 0.83% of 370,000 active; P78536; recombinant ADAM17, EDANS/DABCYL FRET peptide cleavage; inhibition, % at 6.95 µM; AID 720648;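 active = inhibition above the mean of compounds lying between control limits plus 3 SD, set per campaign, cut at about 8.5% in these data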;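 also: 0% = DMSO-only wells as the low control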
SMARCA2 act: increases SMARCA2 function in MMTV reporter cells; MG213 cells, MMTV-luciferase reporter, dexamethasone, overnight; activation, % at 9.1 µM; 1% of 370,000 active; AID 652017; in the data active = activation above about 7.8%;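 also: 0% = vehicle wells and 100% = reference activator wells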
PLC-gamma1 inh: PLC-gamma1 (human) inhibition, primary screen; purified PLC-gamma1, fluorogenic substrate, fluorescence; inhibition, % at 12.2 µM; 0.84% of 370,000 active; in the data active = inhibition above about 9.5%
ssDAF12 agonist: S. stercoralis DAF-12 activation, primary screen; 1% of 370,000 active; HEK293 ssDAF-12/GRIP1 lit1-tk-luc reporter, luminescence; % of 3 µM dafachronic acid response; AID 652126; activation, % at 6.8 µM;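 active = activation above the mean over all tested compounds plus 3 SD, cut at about 0.9% in these data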;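 also: 0% = DMSO-only wells and 100% = 3 µM delta7-dafachronic acid wells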
hgDAF12 agonist: activates the H. glycines DAF-12 receptor ligand-binding domain; HEK293 GAL4-hgDAF12 UAS-luciferase reporter, agonist luminescence; normalized to butyrate control; activation, % at 6.8 µM; 1.8% of 370,000 active; AID 687014;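 active = activation above a cutoff set at the mean of all screened compounds plus 3 SD, cut at about 10% in these data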;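 also: 0% = DMSO wells and 100% = sodium butyrate wells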
MBD2 inh: MBD2-methylated oligo binding inhibition | TR-FRET, MBD2 binding to methylated oligonucleotide | inhibition, % at 4.4 µM | 0.31% of 370,000 active; in the data active = inhibition above about 13%
DAX1 inh-2: inhibitors of human orphan nuclear receptor DAX1 (NR0B1); HEK293 Gal4-DAX1 luciferase reporter, luminescence; inhibition, % at 6.75 µM; 0.99% of 340,000 active; AID 504766;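 active = inhibition above the mean over all tested compounds plus 3 SD, cut at about 4.2% in these data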;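 also: 0% = DAX1-transfected cells with DMSO and 100% = empty-vector control cells with DMSO; inhibition shows as a rise in luminescence from relieved DAX1 repression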
hcDAF-12 act: activates DAF-12 receptor from parasite H. contortus; HEK293 hcDAF-12 lit1-tk-luc reporter, luminescence; 0% DMSO, 100% Δ7-dafachronic acid; activation, % at 6.8 µM; 1.4% of 370,000 active;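 active = activation above the mean of all tested compounds plus 3 SD, cut at about 5.5% in these data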;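 also: 100% = response to 3 µM Δ7-dafachronic acid high control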
An asterisk follows results filed as active; / = not tested or not shown. An unsorted share of the library. Share with any hit: about 7.4%.

SMILES	PLC-beta3 inh	NR1D1 modulator	DAX1 inh-1	ADAM17 inh	SMARCA2 act	PLC-gamma1 inh	ssDAF12 agonist	hgDAF12 agonist	MBD2 inh	DAX1 inh-2	hcDAF-12 act
Cc1cc(C)c2c(N)c(C(=O)C(C)(C)C)sc2n1	-66	2	-0.4	-8	-4	-55	-1.1	0.3	5	-0.4	-1.3
COCCNC(=O)c1nn2c(C(F)(F)F)cc(-c3ccccc3)nc2c1Cl	-1	4	0.5	-1	0	5	-1.0	1.6	-2	0.3	-1.0
COc1ccc(Oc2nccc(-c3ccc(Cl)cc3)n2)cc1	2	14	-0.2	4	6	2	-1.7	-0.2	-4	-1.1	-2.0
CCN(CC)C(=O)C1=C(C)N(Cc2ccc(OC)cc2)C(=O)C(CC(=O)NC(c2ccccc2)c2ccccc2)C1 (stereo not given)	-1	-4	-2.1	-3	0	1	-1.1	-0.7	0	2.7	-2.5
COc1cccc(C2c3[nH]c4ccccc4c3CCN2C(=O)Cn2cncn2)c1OC (stereo not given)	-4	0	0.3	-6	-4	-5	-0.5	-0.7	-3	0.6	0.9
O=C(c1ccc(F)cc1)C1CCN(CCCn2c(=O)[nH]c3ccccc32)CC1	1	-3	0.7	-3	-1	2	-1.1	-2.7	-2	/	-0.6
Cn1c(Cc2csc(N)n2)nnc1SCC(=O)NCc1ccccc1	-9	5	-0.4	-2	1	-7	-0.9	-1.1	-1	0.8	1.2
COc1ccc(C2NC(=O)C(C#N)=C(S)N2c2ccc(C)cc2)cc1OC (stereo not given)	-1	2	0.4	-3	0	-5	-0.3	2.1	-1	-1.3	1.4
Cc1cc(S(=O)(=O)NCC(c2ccccc2)c2ccccc2)ccc1-n1cnnn1	-5	-1	-0.6	5	-5	0	-1.3	-3.4	14*	-0.3	-3.1
CC(=O)NNC(=O)CCn1c2c(c3ccccc31)CCCC2	-6	-3	-1.1	-2	-2	-1	-0.3	0.1	-6	2.7	-1.1
CC1CC(C)CN(C(=O)CSc2nnc(N)s2)C1 (stereo not given)	-5	1	0.2	0	0	0	-0.4	-2.7	2	1.3	-1.0
CN(C)CCC1(c2ccccc2)CCN(C)C1=O (stereo not given)	3	-4	0.6	-4	-4	0	-1.4	1.0	-1	1.8	-0.7
Cc1csc2nc(CSc3nncn3-c3ccccc3)c(Br)n12	0	-1	0.0	-2	1	0	-0.7	-0.3	1	0.4	0.9
O=C(O)CCCCNS(=O)(=O)c1ccc(Cl)c(C(F)(F)F)c1	0	1	0.1	0	-2	2	-0.3	1.9	2	0.6	-0.5
COc1ccc(S(=O)(=O)N2CCCc3nc(-c4ccc(F)cc4)ccc32)cc1	4	1	-0.5	-1	-4	4	-0.8	0.4	-4	/	0.1
Cc1noc(C)c1NC(=O)N(C)C[C@H]1Oc2c(NC(=O)c3ccncc3)cccc2C(=O)N([C@H](C)CO)C[C@@H]1C	0	6	-0.1	-2	0	-1	-1.2	-0.4	2	0.7	-1.7
COC(=O)CCC(=O)NNC(=O)Cc1ccccc1	-4	-2	0.9	-2	-3	2	-1.3	-0.2	6	-0.5	0.0
O=C(Nc1ccc(S(=O)(=O)N2CCOCC2)cc1)c1c(F)cccc1F	-4	-4	-0.1	1	0	-3	-0.9	0.3	-1	-0.2	-1.6
Cc1ccc(NC(=O)Cn2nc(C(=O)Nc3ccc(C)cc3)ccc2=O)cc1	-4	0	0.7	-1	-2	-2	-1.1	2.3	-2	0.6	-1.7
COc1ccc(/C=C/CN2CCCC(CO)(Cc3cccc(Cl)c3)C2)cc1 (stereo not given)	-7	2	0.2	1	0	1	-1.6	-0.2	1	1.3	-0.5
CN(CC(=O)Nc1ccccc1Cl)C(=O)COC(=O)CCN1C(=O)C2CC=CCC2C1=O (stereo not given)	-8	3	0.5	-6	-2	2	-0.3	-1.8	1	-1.1	0.6
COC(=O)C1=CN(C2CCCCC2)C=C(C(=O)OC)C1c1ccc2c(c1)OCO2	-16	2	0.2	-9	-2	-15	-1.5	0.4	3	0.0	0.6
COc1ccc(S(=O)(=O)Nc2cc3c4c(oc3c3ccccc23)CCCC4=O)cc1	-2	-4	-3.1	7	-2	1	-0.8	1.3	-7	-3.1	-1.5
O=C(CSc1ncnc2scc(-c3ccccc3)c12)NC1CCS(=O)(=O)C1 (stereo not given)	-10	-5	0.2	-11	-2	0	-1.3	9.9	-2	0.7	0.6
COCCN(CCOC)C(=O)c1ccc(NS(=O)(=O)c2ccc3[nH]c(=O)[nH]c3c2)cc1	-4	-5	1.2	-1	-3	-1	-0.8	2.2	3	-0.1	-1.1
O=C(CCc1n[nH]c(=O)[nH]c1=O)Nc1cccc([N+](=O)[O-])c1	5	1	0.3	6	-5	4	-0.6	-1.2	-3	-0.3	-1.2
Cc1cc(CNC[C@H]2O[C@@H](n3ccc(=O)[nH]c3=O)[C@H](O)[C@@H]2O)no1	3	3	1.9	-2	-2	1	-1.1	1.2	2	/	-0.1
CCOC(=O)Cc1csc(SCC(=O)Nc2sc3c(c2C(N)=O)CCC3)n1	-8	-19	-0.5	-3	-1	-7	-1.1	1.9	7	0.2	-1.3
Cc1nn(Cc2ccc(Cl)cc2)c(Cl)c1/C=N/NC(=O)CNc1ccccc1F	2	1	-1.1	4	0	2	-1.6	0.9	-1	-0.7	-0.6
COC(=O)C1=C(C)N(Cc2ccco2)C(=O)N[C@@H]1c1ccc(Br)cc1	0	-4	0.1	-1	4	5	-1.4	-0.6	3	1.7	-0.7
CSc1nnc(-c2cc(C)on2)n1-c1ccccc1	-3	0	0.0	-1	-3	11*	-1.1	-2.3	-3	0.5	0.5
Cc1nc(NC(=O)c2ccccc2)sc1-c1cc(C(=O)N2CCOCC2)nn1CCO	-4	0	-0.1	-1	-1	-4	-1.0	-2.1	0	/	-0.3
COCCCN1C(=O)c2ccccc2C1C(=O)NC1CCCCCC1 (stereo not given)	1	-5	-0.5	-3	1	5	-0.7	-0.1	4	0.3	-1.3
Cn1c(SCC(=O)Nc2ccccc2Oc2ccccc2)nnc1C1CC1	-7	-3	-0.1	-1	-5	0	-1.7	-2.0	-2	1.2	1.1
CCn1c(SCC(=O)N2CCCCC2)nc2c(c1=O)SCC2	-10	3	-1.7	1	0	0	-1.2	-1.0	-4	-0.4	0.6
CC1CC(C)CN(C(=O)CSc2nc(Cc3cccs3)nc3ccccc23)C1 (stereo not given)	-2	-1	-1.5	4	-2	2	-1.3	-7.1	-4	-3.6	-1.6
O=C(COC(=O)COc1cccc(F)c1)NCCC1=CCCCC1	-4	-4	0.4	1	0	-1	-1.1	2.5	-1	1.7	0.0
CCCOC(=O)c1ccc(NC(=O)C(=O)NCC2CCCO2)cc1 (stereo not given)	3	2	0.3	1	-1	0	-1.2	1.5	2	-0.5	0.0
C=CCOc1ccc(/C(O)=C2\C(=O)C(=O)N(CCCOC)C2c2ccncc2)cc1 (stereo not given)	-2	-3	0.1	-1	1	-2	-1.1	-1.2	0	1.6	-0.8
CC(C)(C)C(=O)N=C1SC2CS(=O)(=O)CC2N1c1ccc2c(c1)OCO2 (stereo not given)	-4	3	1.2	-1	0	-3	-0.3	-2.6	-2	-0.2	0.0

Among those listed so far, two have a furan ring, fused or not:
SMILES	PLC-beta3 inh	NR1D1 modulator	DAX1 inh-1	ADAM17 inh	SMARCA2 act	PLC-gamma1 inh	ssDAF12 agonist	hgDAF12 agonist	MBD2 inh	DAX1 inh-2	hcDAF-12 act
COc1ccc(S(=O)(=O)Nc2cc3c4c(oc3c3ccccc23)CCCC4=O)cc1	-2	-4	-3.1	7	-2	1	-0.8	1.3	-7	-3.1	-1.5
COC(=O)C1=C(C)N(Cc2ccco2)C(=O)N[C@@H]1c1ccc(Br)cc1	0	-4	0.1	-1	4	5	-1.4	-0.6	3	1.7	-0.7

The list goes on.
SMILES	PLC-beta3 inh	NR1D1 modulator	DAX1 inh-1	ADAM17 inh	SMARCA2 act	PLC-gamma1 inh	ssDAF12 agonist	hgDAF12 agonist	MBD2 inh	DAX1 inh-2	hcDAF-12 act
COc1ccc(N2CCN(C(=O)c3[nH]c(C(F)(F)F)nc3-c3ccccc3)CC2)cc1	1	4	-2.6	-4	-3	0	-0.1	-0.6	-3	/	-1.2
COc1ccc(/C=N/NC(=O)c2cc(C)oc2C)cc1OCc1ccccc1	-4	1	-0.9	3	-3	1	-1.3	1.7	0	-0.9	-3.2
O=C(c1ccc(F)cc1)N1CCC(n2nnc3ccccc32)CC1	-4	-4	0.6	-6	1	0	-1.9	1.3	5	-1.2	-2.6
C/C(=N\NC(=O)c1ccc(CSc2nc(C)cc(C)n2)cc1)C1CCCCC1	-3	4	-0.2	4	6	-9	-1.7	-0.1	-7	-0.7	-0.6
Cc1nnc(SCC(=O)N2CCc3ccccc32)n1-c1ccccc1	0	-1	0.1	-5	4	0	-1.0	-1.5	3	2.5	-0.7
O=C(NCc1ccccc1)C1CC(=O)N(C2CCCCCC2)C1 (stereo not given)	-6	-2	1.1	-2	-4	2	-1.3	3.4	-3	-0.1	0.6
COC(=O)Cn1cnc2c(C#N)c3n(c2c1=O)CCCC3	2	0	-0.1	-3	4	-1	-2.1	0.0	0	0.2	-1.6
O=C(Nc1ccc(N2CCOCC2)cc1)c1cccc2ccccc12	-4	8	-0.1	-3	3	0	-0.9	3.3	3	-0.5	1.3
CN(CC(=O)Nc1ccc(C#N)cc1)Cc1ccc(Cl)c(Cl)c1	-6	-3	0.3	0	-1	0	-1.2	-1.8	0	1.2	-0.1
O=C(NC1CCCc2ccccc21)c1ccc(F)cc1F (stereo not given)	-3	0	0.1	3	-4	4	-0.8	-0.5	-6	-1.1	-1.2
O=C(c1cccs1)N1C[C@@H](n2cc(C3CC3)nn2)[C@H](O)C[C@@H]1c1ccccc1	-1	-1	0.7	0	-1	2	-0.6	1.1	4	0.2	-0.9
COc1ccc(NC(=O)C(=S)N2CCCC2)cc1	0	-8	1.2	1	2	-2	-1.2	-2.6	-3	0.7	-0.6
COc1ccc2[nH]c(=O)c(NC(N)=S)nc2c1	6	4	0.1	1	-3	8	-1.6	-1.9	-22	1.4	-0.7
COn1c(C)c(C(C)=O)c2c3no[n+]([O-])c3ccc21	-7	4	-0.3	-2	0	-8	-1.2	-0.4	4	0.6	0.8
CN(CC(=O)Nc1ccc(Cl)cc1)C(=O)CNC(=O)Cc1cccc2ccccc12	1	5	-0.4	1	-2	-1	-1.7	-3.6	-1	-0.7	-1.6
CCOC(=O)c1c(-c2ccc(C)o2)csc1NC(=O)COC(=O)c1cccs1	0	-2	1.1	-2	-1	0	-0.1	-0.2	-6	-0.6	0.0
CNc1nc(Nc2ccc(C)c(Cl)c2)nc(N)c1[N+](=O)[O-]	4	4	3.0	4	5	7	2.2*	9.7	4	2.8	11*
Cc1ccc(C(=O)OC2=CC(=O)CC(C)(C)C2)cc1	1	3	0.1	0	3	1	-1.0	-0.4	-2	-0.7	-0.1
CCCCC(=O)NCc1ccc(Cl)cc1	1	-4	0.3	2	3	2	-1.5	0.6	-3	-1.4	2.7
O=C(NCCCN1CCCCC1)c1ccc2c(c1)ncn2C1CCCC1	-4	-6	0.9	-1	-1	0	-1.4	0.5	4	-0.1	2.5
CC(=O)c1c(C(C)=O)c(C)n(-c2ccc(O)cc2)c1C	-1	3	-0.3	-6	0	-2	-1.4	1.1	7	0.1	0.2
Cc1cccc(NC(=O)CN2CCCCCC2)c1	-5	-6	0.3	1	3	1	-0.6	3.5	0	-1.3	0.9
